# BAZ2B block = BAZ2B (human) inhibition; AlphaScreen BAZ2B-H3K14Ac peptide displacement; Potency, µM (top dose mostly 114 µM), for the others: at the top dose activity change, negative = inhibition, usual class: inhibitors; Q9UIF8; hit rate 4.4% among 360,000; note: potency is the fitted concentration of half-maximal effect; % is set by controls: 0 for no effect and ±100 for the full control effect; nearly all actives have a fitted effect of over 60% in size
#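 Inhibition is scored as reduced AlphaScreen emission. The BAZ2B/b-H3(5-23)K14Ac complex (50 nM each) in PBS pH 7.4, 0.01% Tween-20 meets compound (up to 110 uM) for 30 min at RT before bead addition.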
# PI4K2A inh = inhibitors of human PI4K2A; hit rate 0.13% among 420,000; Q9BTU6; activity change, negative = inhibition, % at 76.9 µM; purified PI4K2A, ADP-Glo luminescence, 1 h; hits give low values; in the data active = activity change below about -50%; inconclusive = mostly about -30% to -49%;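 note: -100% = wells without enzyme as full effect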
#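 In this quantitative HTS, ADP production by PI4K2A was quantified luminescently after 1 h at ambient temperature; 100 microM adenosine served as plate-quality control.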
# HP1b chromo inh = blocks HP1-beta chromodomain binding to methylated histone tails; P83916; AlphaScreen HP1-beta / biotin-H3K9me3 peptide binding; Potency, µM (doses to about 114 µM), without a hit: top-dose activity change, negative = inhibition, usual class: inhibitors; hit rate 0.56% among 390,000; note: potency is the fitted concentration of half-maximal effect; nearly all actives have a fitted effect of over 70% in size; inactives centre near 23
#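 Compound inhibition of the preformed complex between 50 nM HP1-beta and 50 nM biotinylated H3K9me3 peptide was read by AlphaScreen. Buffer was PBS pH 7.4 with 0.01% Tween-20. Incubations ran 30 min at room temperature, with 10 ug/mL donor/acceptor beads.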
# ERG-DNA inh = ERG Ets/DNA interaction inhibition; AID 624246; hit rate 0.028% among 370,000; P11308; Potency, µM (series often up to 76.9 µM), without a hit: at the highest dose FP activity, negative = inhibition, actives largely listed as inhibitors; fluorescence polarization, His-ERG Ets domain / labelled DNA; active = well fitted inhibition curve with a large enough effect in the polarisation, with a control signal flat; inconclusive = small, poorly fitted or top-dose-only effect, or effect the other way, or a change in a side signal; inactive = no such curve, though single readings can be large or run the other way; the % refers to the polarisation;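 note: polarization taken with two DNA probes labelled with fluorescein and Texas red; potency is the fitted concentration of half-maximal effect; % of control where 0% means no effect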
#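 His-tagged ERG Ets domain (1 uM in the protein solution; 300mM KCl, 50mM Tris-HCl, 1mM EDTA, 1mM DTT, pH 7.5) received compound, then a probe mix of 5 nM fluorescein-DNA and 100nM Texas-615-DNA. Fluorescence polarization was read for both dyes.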
# Pin1 inhibitor = inhibitors of human Pin1; Pin1 FP peptide displacement, HiFluor488, 10 min; Potency, µM (doses to about 115 µM), for inactives: top-dose activity, negative = inhibition, actives largely listed as inhibitors; hit rate 0.009% among 390,000; AID 504891; active = well fitted inhibition curve with a large enough effect in the polarisation, with a control signal flat, not every such curve was filed as active; inconclusive = small, poorly fitted or top-dose-only effect, or effect the other way, or a change in a side signal; inactive = no such curve, though single readings can be large or run the other way; the % refers to the polarisation; note: potency is the fitted concentration of half-maximal effect; % is set by controls: 0 for no effect and ±100 for the full control effect
# PGK inhibitor = inhibitors of T. brucei phosphoglycerate kinase. P07378. PGK/GAPDH coupled, Kinase-Glo luminescence, 60 min. Potency, µM (top dose mostly 57.5 µM), for inactives: at the highest dose activity change, negative = inhibition, most hits filed as inhibitors. hit rate 0.043% among 380,000; note: potency is the fitted concentration of half-maximal effect; % is set by controls: 0 for no effect and ±100 for the full control effect; nearly all actives have a fitted effect of over 60% in size
#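 Luminescent ATP detection (Kinase-Glo Plus) follows a 60-minute room-temperature incubation, with wells lacking PGK as controls. Buffer: 100 mM TEA (pH 7.6), 5 mM MgCl2, 0.01% Tween-20. Coupling enzyme GAPDH (100 nM final) supplies unstable 1,3-BPG in-well.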
# GLS inhibitor = inhibitors of human glutaminase (GLS). O94925. GLS enzymatic activity, qHTS titration. Potency, µM (titrated, usually from 45.5 µM), without a hit: at the highest dose activity change, negative = inhibition, actives largely listed as inhibitors. hit rate 0.21% among 410,000; note: potency is the fitted concentration of half-maximal effect; % is set by controls: 0 for no effect and ±100 for the full control effect
#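 Enzyme dispensed in phosphate buffer (45 mM, pH 8.2, 0.02% Tween-20), compounds pinned in, then 1 mM L-glutamine solution and the glutamate oxidase–HRP–Amplex Red mix added; fluorescence read immediately and again after 30 min at room temperature.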
# JMJD2A Tudor inh = blocks the human JMJD2A Tudor domain. O75164. hit rate 4.4% among 390,000. Potency, µM (titrated, usually from 114 µM), for the others: top-dose activity change, negative = inhibition, actives largely listed as inhibitors. AID 504339. AlphaScreen JMJD2A-Tudor / H3K4me3 peptide binding; note: potency is the fitted concentration of half-maximal effect; % is set by controls: 0 for no effect and ±100 for the full control effect; nearly all actives have a fitted effect of over 50% in size
# G9a block = blocks human histone lysine methyltransferase G9a. Q96KQ7. G9a H3K9 monomethylation, AlphaScreen, 2 h. Potency, µM (series often up to 102 µM), inactives show top-dose activity, negative = inhibition, actives largely listed as inhibitors. hit rate 8.8% among 350,000; note: potency is the fitted concentration of half-maximal effect; % is set by controls: 0 for no effect and ±100 for the full control effect; nearly all actives have a fitted effect of over 75% in size
#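 Compounds were preincubated with 20 nM G9a for 15 min, after which biotinylated H3K9 peptide (500 nM) and SAM (20 uM) started a 2 h room-temperature reaction. Monomethylated product was quantified by antibody-based AlphaScreen chemiluminescence.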
# * marks the source's active call; other numbers are inactive results; i = inactive; ? = inconclusive; nt = no result given; & = joins results of further samples; [ ] = remark or other dose. Unless noted, calls come from the whole dose curve; as a rule, active = well fitted curve in the direction sought with a large enough effect; inconclusive = small, poorly fitted or top-dose-only effect, or another doubt; inactive = no such curve, though single readings can be large; an effect the other way counts as inactive or inconclusive.
# The opening 2 compounds (preview)
SMILES,BAZ2B block,PI4K2A inh,HP1b chromo inh,ERG-DNA inh,Pin1 inhibitor,PGK inhibitor,GLS inhibitor,JMJD2A Tudor inh,G9a block
CCc1ccccc1NC1=NCC(=O)N1C1CCCCC1,-6.8%,-5.1,45.9%,5.6%,?,-1.5%,12.7%,-6.0%,?
Cc1ccc(S(=O)(=O)NCC(=O)N2CCOCCOCCOCC2)cc1,-1.4%,-11.3,13.5%,16.8%,-1.1%,-11.6%,-5.2%,-3.5%,-26.6%

# The listing, from the start:
SMILES,BAZ2B block,PI4K2A inh,HP1b chromo inh,ERG-DNA inh,Pin1 inhibitor,PGK inhibitor,GLS inhibitor,JMJD2A Tudor inh,G9a block
CCc1ccccc1NC1=NCC(=O)N1C1CCCCC1,-6.8%,-5.1,45.9%,5.6%,?,-1.5%,12.7%,-6.0%,?
Cc1ccc(S(=O)(=O)NCC(=O)N2CCOCCOCCOCC2)cc1,-1.4%,-11.3,13.5%,16.8%,-1.1%,-11.6%,-5.2%,-3.5%,-26.6%
Cn1cc(C(CO)Cc2ccccc2)c2ccccc21 (stereo unspecified),-38.1%,4.5,14.4%,-14.1%,0.1%,-9.5%,-10.4%,-34.5%,14.4%[2.33 µM]
Clc1cccc(-c2ccc(C=Nc3ccc(N4CCOCC4)cc3)o2)c1,31.6µM*,-7.6,?,nt,18.8%,-1.6%,21.3%,?,3.16µM*
CC(=O)c1cccc(S(=O)(=O)NCC2CCCCC2)c1,7.8%,0.7,17.6%,2.1%,0.9%,-9.3%,2.6%,-8.4%,11.6%[59 µM]
COc1cccc(-n2c(-c3ccc(C)cc3)cc3c2CC(C)(C)CC3=O)c1,11.2µM*,-4.5,9.8%,-9.4%,-6.6%,0.8%,-5.7%,?,?
COc1ccc(CSc2nnc(-c3ccncc3)n2N)cc1,-0.4%,-0.8,17.0%[57 µM],-2.8%,-4.1%,1.4%,-10.7%,-10.3%,?
CCc1c(C)c(C#N)c2nc3ccccc3n2c1NCc1ccccn1,6.0%,-4.1,56.1%[activator],13.2%,-0.5%,-8.2%,0.6%,-6.9%,66.9%[activator]
COc1ccc(OC)c(NC(=O)COC(=O)COc2c(Cl)cc(Cl)c3ccc(C)nc23)c1,nt,-2.9,11.7%,-1.4%,-2.2%,i,-1.5%,-13.4%,nt
COc1c(Cl)ccc(Cl)c1C(=O)NCc1ccco1,-15.8%,-0.9,40.4%[activator],2.1%,-0.1%,-7.4%,0.0%,-8.6%,-40.3%
NS(=O)(=O)c1ccc(NC(=O)COc2ccc(S(=O)(=O)NC3CCCCC3)cc2)cc1,0.5%,4.8,46.4%[activator],2.5%,8.9%,-7.9%,-7.2%,3.8%,3.0%[59 µM]
CC(/C=N/NC(=O)CCn1nnc2ccccc21)=C\c1ccccc1,-4.5%,2.9,18.6%,0.8%,-7.1%,-0.9%,1.5%,-4.7%,8.7%
CC(C)CCNC(=O)c1cccc(-n2cnc3cccnc32)c1,-0.8%,-1.7,51.5%[activator],7.0%,8.7%,i,5.8%,-2.8%,13.9%[59 µM]
O=C(c1ccc(Cl)cc1)c1cccc(O)c1,nt,6.4,27.6%,-12.7%,-3.6%,-2.5%,-10.7%,-12.5%,nt
CCOC(=O)c1ccccc1NC(=O)CSc1ccc(-c2ccccn2)nn1,2.82µM*,0.2,54.7%[activator],-10.6%,1.8%,0.5%,0.3%,15.8µM*,nt
CC1CC(C)CN(C(=O)c2ccc(S(=O)(=O)N3CCCC3)cc2)C1 (stereo unspecified),4.7%,7.3,21.8%,0.4%,2.2%,-5.4%,-12.4%,-9.7%,60.4%[activator]
O=[N+]([O-])c1ccc2nc(-c3ccccc3)oc2c1,-27.8%,-3.4,8.4%,0.6%,4.6%,1.2%,-0.9%,-18.8%,39.8µM*
CC(=O)NCCC(=O)Nc1nc(-c2ccc3ccccc3c2)cs1,-21.2%,-3.2,3.1%,-4.9%,-4.6%,-6.4%,-3.5%,-9.3%,?
Cc1c(N(C)C(=O)COc2ccc3ccccc3c2)c(=O)n(-c2ccccc2)n1C,-11.7%,-0.6,32.8%,7.5%,10.0%,-1.0%,-6.0%,-21.8%,-2.5%[12.7 µM]
CCOC(=O)c1c(C)n(CC(O)c2ccccc2)c2ccc(O)cc12 (stereo unspecified),?,5.6,17.4%,3.7%,-5.8%,-4.5%,15.3%,-25.2%,56.2µM*
Cc1ccc(/C=C/C(=O)OC(C)C(=O)Nc2ncc(Cl)cc2Cl)o1 (stereo unspecified),-2.1%,3.8,45.8%[activator],1.1%,6.3%,-6.0%,-7.4%,-5.0%,?
COC(=O)C1=C[C@@H](C(=O)OC)[C@@H]2C3=C(C(=O)[C@@]2(C)NC(=O)c2ccccc2)[C@H](c2ccccc2)n2c(=O)n(-c4ccccc4)c(=O)n2[C@@H]3C1,nt,-4.6,13.4%,2.7%,0.8%,-6.9%,1.1%,-30.5%,nt
c1ccc(C(c2ccccc2)c2nc(-c3cccnc3)no2)cc1,35.2%,2.3,80.9%,7.2%,?,-5.6%,-0.8%,32.1%,73.1%[activator]
CCOc1ccc(CCNC(=O)c2ccc(CS(=O)Cc3ccc(Cl)cc3)o2)cc1 (stereo unspecified),-15.0%&-14.0%,-0.3&1.2,56.0%&18.7%[activator],5.0%&12.3%,3.8%&0.5%,-0.1%&6.1%,-7.4%&5.9%,-14.5%&-13.9%,35.5%
CCOC(=O)N1CCN(C(=O)COC(=O)Cc2ccc(Cl)cc2)CC1,3.0%,-0.1,-15.0%,-11.4%,1.0%,-11.1%,-23.6%,0.7%,-0.1%
# More records:
SMILES,BAZ2B block,PI4K2A inh,HP1b chromo inh,ERG-DNA inh,Pin1 inhibitor,PGK inhibitor,GLS inhibitor,JMJD2A Tudor inh,G9a block
Cc1ccc(NC(=S)NCCSc2ccc(Cl)cc2)c(C)c1,-0.3%,2.9,4.6%,-5.5%,0.6%,-5.6%,8.2%,-25.3%,16.8%[59 µM]
Cc1cccc(N2CCN(Cc3ccc(Br)o3)CC2)c1C,?,-1.5,-25.7%,1.4%,-6.7%,-6.1%,-0.5%,28.2µM*,25.1µM*
CSc1ccc(C(=O)C2CCCN(C(=O)c3cccnc3SC)C2)cc1 (stereo unspecified),-4.2%,-3.7,36.2%[activator],-6.5%,-3.5%,0.2%,6.2%,-16.9%,2.6%
CC(C)C(=O)Nc1nnc(SCC(=O)NCC2CCCO2)s1 (stereo unspecified),-12.7%,0.9,33.2%,3.4%,-7.5%,0.6%,1.4%,-7.9%,40.8%
COc1ccc(S(=O)(=O)N2CCC(C(=O)Nc3ccc(OC)c(OC)c3)CC2)cc1C,nt,-3.5,28.9%,-17.0%,2.1%,-0.9%,-4.0%,-10.3%,nt
CC(C)C[C@H](NC(=O)N1CC(=O)Nc2ccccc21)C(=O)N1CCC[C@H]1C(=O)O,-2.6%,0.0,17.4%,-2.7%,0.3%,-2.7%,-0.4%,-17.7%,11.4%
Cc1cc(C(=O)NCc2ccc(C(=O)O)o2)c(C)o1,56.2µM*,-9.1,?,6.2%,nt,?,?,22.4µM*,?
CCc1ccccc1NS(=O)(=O)c1ccc2c(c1)CC(=O)N2,nt,1.4,44.4%[activator],-7.0%,4.9%,4.1%,7.2%,-23.0%,10.6%[59 µM]
C[C@H](CO)N1C[C@H](C)[C@@H](CN(C)C(=O)Nc2ccc3c(c2)OCO3)Oc2ccc(NC(=O)CCC(F)(F)F)cc2C1=O,nt,-2.1,35.9%,7.3%,1.8%,i,13.7%,-19.3%,nt
CCOC(=O)N1CCc2c(sc3c2c(=O)n(-c2ccc(CC)cc2)c(=O)n3CC(=O)c2ccccc2)C1,-15.5%,-8.1,18.2%,-5.9%,21.9%,9.9%,-8.8%,-16.9%,?
COc1ccc(N2CCN(C(=O)C3CCCN(S(=O)(=O)c4c(C)noc4C)C3)CC2)cc1 (stereo unspecified),?,3.6,-9.8%,-4.3%,-6.8%,-6.9%,-3.5%,-33.4%,31.6µM*
CC(Oc1ccc(Cl)cc1)C(=O)NCCCn1ccnc1 (stereo unspecified),3.7%,-2.5,6.4%,nt,2.9%,-6.8%[11.5 µM],1.9%,-16.7%,-12.9%
Fc1cccc(CSc2nc(NCCc3ccccc3)c3ccccc3n2)c1,26.4%,1.4,73.0%[activator],5.1%,0.3%,4.6%,3.7%,30.3%,13.6%[59 µM]
COc1ccc(C2CC(c3ccc4ccccc4c3)=NN2C(=O)CN2CCC(C(N)=O)CC2)cc1 (stereo unspecified),-27.1%,3.1,-17.9%,10.7%,1.4%,1.1%,-24.3%,?,?
Cc1ccc([C@@H]2CC=C(C(=O)O)[C@H](c3ccc(Br)cc3)N2S(=O)(=O)c2ccc(C)cc2)cc1,nt,-4.8,34.1%,-11.2%,?,-5.2%,5.8%,?,nt

# Fetched one by one from above:
SMILES,BAZ2B block,PI4K2A inh,HP1b chromo inh,ERG-DNA inh,Pin1 inhibitor,PGK inhibitor,GLS inhibitor,JMJD2A Tudor inh,G9a block
c1ccc(C(c2ccccc2)c2nc(-c3cccnc3)no2)cc1,35.2%,2.3,80.9%,7.2%,?,-5.6%,-0.8%,32.1%,73.1%[activator]
Cc1cccc(N2CCN(Cc3ccc(Br)o3)CC2)c1C,?,-1.5,-25.7%,1.4%,-6.7%,-6.1%,-0.5%,28.2µM*,25.1µM*
CCOC(=O)N1CCN(C(=O)COC(=O)Cc2ccc(Cl)cc2)CC1,3.0%,-0.1,-15.0%,-11.4%,1.0%,-11.1%,-23.6%,0.7%,-0.1%

# Source: PubChem BioAssay (National Center for Advancing Translational Sciences (NCATS))
